Mm-Cpn inhibitor: blocks the Methanococcus maripaludis chaperonin Mm-Cpn; purified Mm-Cpn ATPase, ADP Transcreener TR-FRET; Potency, µM (top dose mostly 76.9 µM), inactives show at the highest dose activity, negative = inhibition, most hits filed as inhibitors; 330,000 tested, 0.031% active; AID 504842; also: potency is read from the fitted curve at half-maximal effect; % is scaled to controls: 0 for no effect and ±100 for the full control effect; nearly all actives have a fitted effect of over 80% in size
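Measured: ADP formation by purified Mm-CPN. Conditions: 25 nM protein, 10 uM ATP, Tris pH 7.4 with Mg2+, K+ and DTT, 37°C for 30 min. Detection: Transcreener HTRF after 30 min at room temperature.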
PLK1 PBD block: PLK1 (human) polo-box domain binding inhibition; Plk1 PBD binding of FITC phosphopeptide, fluorescence polarization; Potency, µM, without a hit: max response, negative = inhibition, hits mostly inhibitors; 360,000 tested, 2.8% active; also: potency is read from the fitted curve at half-maximal effect; series mostly up to about 57 µM; % is scaled to controls: 0 for no effect and ±100 for the full control effect; nearly all actives have a fitted effect of over 65% in size
EPAC2 antag: blocks human EPAC2 exchange factor. Q8WZA2. EPAC2 GEF exchange of Rap1B-BODIPY-GDP, fluorescence. Potency, µM (titrated, usually from 114 µM), for the others: top-dose activity, negative = inhibition, most hits filed as inhibitors. 360,000 tested, 0.18% active. AID 720708; also: potency is read from the fitted curve at half-maximal effect; % is scaled to controls: 0 for no effect and ±100 for the full control effect; nearly all actives have a fitted effect of over 45% in size; many of its hits are not listed in these tables
EPAC1 agonist: agonists of human EPAC1. Potency, µM (top dose mostly 154 µM), without a hit: at the highest dose activation, usual class: activators. O95398. EPAC1 agonist qHTS, biochemical assay; response scale: 100% = response to 6.5 mM cAMP. 360,000 tested, 0.073% active; also: potency is read from the fitted curve at half-maximal effect; nearly all actives have a fitted effect of over 60% in size
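Multi-concentration qHTS readout: loss of Rap1B-bound BODIPY-GDP fluorescence driven by 100 nM EPAC1 with excess GDP (50 uM), monitored kinetically at room temperature; agonist response expressed relative to 6.5 mM cAMP.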
CCT modulator: changes cytosolic chaperonin activity. purified chaperonin ATPase assay, HTRF ADP detection, 30 min. activity change, % (no concentration beside the values), hits read low. 360,000 tested, 0.3% active. AID 651819; in the data active = activity change below about -30%; also: % is scaled to controls: 0 for no effect and ±100 for the full control effect
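Enzyme 40 or 20 nM (batch-dependent) in Tris pH 7.4/KCl/MgCl2/DTT; cpd 76 uM single point; ATP 10 uM; 30 min 37 °C; Transcreener ADP HTRF detection, 30 min RT; ratio 665/615.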
PI5P4Ka inh: blocks human PI5P4K alpha kinase activity; PI5P4Kalpha enzyme, ADP-Glo luminescence, 60 min; active compounds read low; max response, %; 330,000 tested, 1.2% active; active = max response of -50% or lower; inconclusive = between -30% and -50%; inactive = -30% or higher; also: value at the top dose of about 77 µM; % is scaled to controls: 0 for no effect and ±100 for the full control effect
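Controls without substrate or without enzyme flank wells where PI5P4Kalpha converts substrate using 5 microM ATP (final). Incubation lasts 60 minutes at room temperature; ADP formed is read by ADP-Glo luminescence.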
EPAC1 antagonist: antagonists of human EPAC1; EPAC1 GEF assay, Rap1b-BODIPY-GDP exchange fluorescence; Potency, µM (doses to about 115 µM), inactives show at the highest dose activity change, negative = inhibition, hits mostly inhibitors; 360,000 tested, 0.14% active;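 also: potency is read from the fitted curve at half-maximal effect; plate controls were vehicle for no effect and positive control for full effect; nearly all actives have a fitted effect of over 50% in size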
WRN inhibitor: WRN helicase (human) inhibition; 360,000 tested, 0.46% active; Q14191; Potency, µM (series often up to 114 µM), without a hit: at the highest dose activity change, negative = inhibition, hits mostly inhibitors; WRN helicase unwinding, fluorescent forked duplex, kinetic; also: potency is read from the fitted curve at half-maximal effect; % is scaled to controls: 0 for no effect and ±100 for the full control effect; nearly all actives have a fitted effect of over 55% in size
Target sequence (Q14191 whole entry, looked up): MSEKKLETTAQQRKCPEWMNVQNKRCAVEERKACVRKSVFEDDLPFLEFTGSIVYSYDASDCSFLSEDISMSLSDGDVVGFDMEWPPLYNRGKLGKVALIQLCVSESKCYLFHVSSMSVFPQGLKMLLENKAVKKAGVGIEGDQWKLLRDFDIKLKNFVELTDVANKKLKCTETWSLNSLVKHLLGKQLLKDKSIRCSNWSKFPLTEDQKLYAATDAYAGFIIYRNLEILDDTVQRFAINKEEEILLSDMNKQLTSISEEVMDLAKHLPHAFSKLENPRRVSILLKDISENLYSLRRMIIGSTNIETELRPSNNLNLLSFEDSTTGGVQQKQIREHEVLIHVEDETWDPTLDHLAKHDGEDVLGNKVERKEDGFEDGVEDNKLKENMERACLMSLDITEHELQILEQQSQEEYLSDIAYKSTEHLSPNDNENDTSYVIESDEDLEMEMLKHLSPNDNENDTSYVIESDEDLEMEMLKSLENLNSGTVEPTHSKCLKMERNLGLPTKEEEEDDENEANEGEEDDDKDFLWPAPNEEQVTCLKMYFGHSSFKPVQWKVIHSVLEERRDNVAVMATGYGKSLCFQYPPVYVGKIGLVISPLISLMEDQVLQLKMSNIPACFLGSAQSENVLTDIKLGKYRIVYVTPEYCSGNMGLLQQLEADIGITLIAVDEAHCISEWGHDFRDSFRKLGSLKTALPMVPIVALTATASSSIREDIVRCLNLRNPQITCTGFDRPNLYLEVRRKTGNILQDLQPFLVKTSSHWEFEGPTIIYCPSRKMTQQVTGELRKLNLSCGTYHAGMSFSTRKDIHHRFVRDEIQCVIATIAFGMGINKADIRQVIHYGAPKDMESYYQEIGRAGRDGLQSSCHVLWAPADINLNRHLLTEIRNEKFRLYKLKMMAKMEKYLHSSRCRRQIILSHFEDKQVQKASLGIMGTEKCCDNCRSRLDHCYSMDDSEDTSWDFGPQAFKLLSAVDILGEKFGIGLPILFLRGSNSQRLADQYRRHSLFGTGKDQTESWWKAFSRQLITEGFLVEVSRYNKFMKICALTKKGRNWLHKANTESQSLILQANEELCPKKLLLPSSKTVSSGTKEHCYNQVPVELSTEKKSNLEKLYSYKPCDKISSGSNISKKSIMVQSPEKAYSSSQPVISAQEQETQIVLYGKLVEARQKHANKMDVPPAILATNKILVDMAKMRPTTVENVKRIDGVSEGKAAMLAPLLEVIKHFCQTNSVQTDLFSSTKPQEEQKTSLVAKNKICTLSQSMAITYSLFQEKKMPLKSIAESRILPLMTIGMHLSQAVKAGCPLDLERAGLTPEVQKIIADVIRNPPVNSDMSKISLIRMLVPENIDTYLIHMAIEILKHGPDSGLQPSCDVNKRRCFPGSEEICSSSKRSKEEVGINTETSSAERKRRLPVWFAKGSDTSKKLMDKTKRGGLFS
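Kinetic red-fluorescence monitoring (525/598 nm) tracks WRN helicase activity after 100 nM fluorophore-quencher forked duplex and 2 mM ATP are added to 20 nM enzyme pretreated 15 min at room temperature with compound.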
Starred values were filed as active, the others as inactive; u = inconclusive; x = no result given; [ ] = remark or other dose. Unless noted, calls follow the shape of the dose curve; as a rule, active = well fitted curve in the direction sought with a large enough effect; inconclusive = small, poorly fitted or top-dose-only effect, or another doubt; inactive = no such curve, though single readings can be large; an effect the other way counts as inactive or inconclusive. An excerpt. The share of hits here may be higher or lower than overall.

SMILES	Mm-Cpn inhibitor	PLK1 PBD block	EPAC2 antag	EPAC1 agonist	CCT modulator	PI5P4Ka inh	EPAC1 antagonist	WRN inhibitor
O=C(COC(=O)C1COc2ccccc2O1)NC(=O)NC1CCCC1 (stereo not drawn)	0%	-9%	-1%	1%	-4.2	8	2%	-1%
Oc1c(CN2CCOCC2)cc(COCc2ccccc2)c2cccnc12	1%	3%	2%	-10%	-1.8	0	12%	-29%[57.1 µM]
O=C(CN(CC1CCCO1)C(=O)CNS(=O)(=O)c1ccc(Cl)cc1)NCc1ccccc1 (stereo not drawn)	-1%	-6%	1%	1%	-2.0	-4	-10%	1%
COc1ccc(S(=O)(=O)N2CCCCCC2)cc1N(C)S(=O)(=O)c1ccc(Cl)cc1	0%	3%	-4%	11%	0.8	x	-10%	-13%
CC(O)CNCc1ccc(Cl)cc1Cl (stereo not drawn)	3%	-7%	3%	-15%	3.1	-1	-11%	-1%
C(=NNc1ccc2ccccc2n1)c1ccccn1	x	-2%	-8%	10%	-1.5	-9	-3%	-5%
CCOC(=O)c1cc2ccc(OC)cc2oc1=O	-3%	0%	3%	0%	0.1	-1	-29%	-3%
CC(C)N1CCC1(C)C(=O)Nc1ccc2scnc2c1 (stereo not drawn)	x	6%	3%	-3%	0.3	-1	-14%	-1%
N#CCc1c(C#N)c(N)nc(N2CCCC(CO)C2)c1C#N (stereo not drawn)	-9%	-8%	-2%	-2%	-3.2	2	-1%	-5%
Cn1c(C(=O)N2CCCC2)cc2c(=O)n(C)c3ccccc3c21	0%	-7%	7%	20%	-2.3	1	3%	-2%
N#CCCN(Cc1cccnc1)C(=S)NC(=O)c1ccco1	2%	-5%	7%	8%	-4.9	1	10%	2%
COc1ccccc1Cc1noc(COc2cccc(C)c2C)n1	0%	-5%	-20%	16%	-1.0	6	-5%	-16%

Structures listed so far that have a cyano group:
SMILES	Mm-Cpn inhibitor	PLK1 PBD block	EPAC2 antag	EPAC1 agonist	CCT modulator	PI5P4Ka inh	EPAC1 antagonist	WRN inhibitor
N#CCc1c(C#N)c(N)nc(N2CCCC(CO)C2)c1C#N (stereo not drawn)	-9%	-8%	-2%	-2%	-3.2	2	-1%	-5%
N#CCCN(Cc1cccnc1)C(=S)NC(=O)c1ccco1	2%	-5%	7%	8%	-4.9	1	10%	2%

The list continues.
SMILES	Mm-Cpn inhibitor	PLK1 PBD block	EPAC2 antag	EPAC1 agonist	CCT modulator	PI5P4Ka inh	EPAC1 antagonist	WRN inhibitor
COc1cccc(N2CCN(c3ncnc4c3[nH]c3ccc(F)cc34)CC2C)c1 (stereo not drawn)	-1%	-6%	7%	6%	0.2	-3	-15%	-20%
Cc1c(C(=O)N2CCC2)oc2ccc(Br)cc12	-2%	1%	u	9%	1.0	1	7%	-1%
Cc1cccc(CC(=O)N2CCC(N3CCC(C(=O)N4CCOCC4)CC3)CC2)c1	-2%	-7%	-1%	-2%	-4.6	-1	-16%	-7%
CC1(C(=O)NC2CCCCC2)CCC(=O)N1CCOc1ccccc1 (stereo not drawn)	x	-14%	-11%	8%	0.3	4	-13%	-5%
O=C(N/C(=C/c1ccc(Cl)cc1)c1nc2ccccc2[nH]1)c1ccco1	0%	1%	3%	1%	2.1	1	3%	-4%
COc1ccc(-c2c(C)nc3c(-c4ccsc4)cnn3c2N)cc1	-2%	-16%	2%	6%	-0.6	-8	0%	3%
C=CCN(c1ccc(C(=O)Nc2ccc3c(c2)OCO3)cc1)S(C)(=O)=O	2%	-13%	0%	-14%	-1.6	-9	-20%	3%
Cc1ccc2oc(=O)cc(CN3CCCCC3)c2c1	-2%	2%	-5%	-5%	0.8	4	4%	9%
Cc1ccc2nc(SCC(=O)N3CCOCC3)[nH]c2c1	-1%	1%	6%	0%	0.5	1	-13%	-1%
CCN(CC)C(=O)CSc1nc2ccc(NC(=O)CSc3nnc(N)s3)cc2s1	1%	-14%	-26%[57.1 µM]	5%	0.0	-57*	-10%	-19%[57.1 µM]
N=C1C(c2nc3ccccc3s2)=C(O)CN1NC(=O)c1ccc([N+](=O)[O-])cc1	-2%	-23%	23%	-5%	1.5	-16	-6%	-18%[57.1 µM]
Cc1onc(-c2ccccc2)c1C(=O)NCCSCc1ccco1	-1%	-11%	-1%	-12%	-0.8	-17	-18%	-29%
C=CCc1ccccc1OCCOc1ccc([N+](=O)[O-])cc1/C=N/NC(N)=O	0%	-9%	5%	13%	-3.3	0	-2%	-28%[57.1 µM]
Cc1ccc(-c2nc(CSCC(=O)NCC3CCCO3)c(C)o2)cc1 (stereo not drawn)	0%	-8%	-2%	1%	-0.3	3	-21%	0%
COc1ccc(C2CCCCCN2C(=O)C2CCN(S(=O)(=O)c3cccc(C(C)=O)c3)CC2)cc1 (stereo not drawn)	x	-2%	-3%	9%	-2.3	-8	1%	3%
CN=C(C)/C(C(=O)OC)=C(/O)c1c(F)cccc1F	1%	-4%	0%	6%	0.2	2	14%	5%
CC(=O)c1c(C)n(C)c2ccc(OC(=O)c3ccc([N+](=O)[O-])cc3)cc12	2%	-2%	-5%	-5%	-1.1	1	8%	2%
Cc1cccc(CNC(=O)C2CCC(=O)N(C3CCCCCC3)C2)c1 (stereo not drawn)	-5%	0%	0%	4%	0.4	7	15%	1%
COc1cccc(NC(=O)C2CCN(S(=O)(=O)c3ccc(N4CCCC4=O)cc3)CC2)c1	x	6%	1%	-1%	0.5	-3	-11%	-6%
Cn1c(=O)c2cc(NC(=S)NC3CCCCC3)ccc2n1C/C=C/c1ccccc1	x	2%	3%	11%	0.4	2	-11%	-4%
CCOC(=O)NN1C(=O)c2ccccc2NC1c1ccccn1 (stereo not drawn)	1%	-2%	5%	9%	-0.3	-4	-23%	1%
CCOC(=O)C1CCN(c2nnc(N3CCCC3=O)s2)CC1	0%	1%	2%	-8%	-3.8	-2	11%	1%
COc1cccc(NC(=O)CN(C)CC(=O)NC(C)c2ccccc2)c1 (stereo not drawn)	1%	3%	-8%	-18%	-0.3	0	18%	6%
CCOc1ccc(/C=C/C(=O)OCC(=O)Nc2cccc(S(=O)(=O)N3CCCC3)c2)cc1	-2%	6%	-16%	18%	-2.3	0	-29%	-9%

Continued; the last three above are carried over.
SMILES	Mm-Cpn inhibitor	PLK1 PBD block	EPAC2 antag	EPAC1 agonist	CCT modulator	PI5P4Ka inh	EPAC1 antagonist	WRN inhibitor
CCOC(=O)C1CCN(c2nnc(N3CCCC3=O)s2)CC1	0%	1%	2%	-8%	-3.8	-2	11%	1%
COc1cccc(NC(=O)CN(C)CC(=O)NC(C)c2ccccc2)c1 (stereo not drawn)	1%	3%	-8%	-18%	-0.3	0	18%	6%
CCOc1ccc(/C=C/C(=O)OCC(=O)Nc2cccc(S(=O)(=O)N3CCCC3)c2)cc1	-2%	6%	-16%	18%	-2.3	0	-29%	-9%
CCOC(=O)c1[nH]c2ccccc2c1NC(=S)Nc1cc(C)ccc1C	2%	u	1%	-3%	-2.3	-1	4%	-1%
CN(C)c1ccc(/C=N/NC(=O)c2ccco2)cc1	-9%	-1%	3%	-6%	-13	1	4%	-6%
CC1CCc2nc3sc4c(c3c(N)c2C1)CCCC4 (stereo not drawn)	u	-5%	-3%	1%	-4.4	-9	u	-22%
CCc1nc2c(OCc3ccc(C(=O)OC)cc3)cccn2c1N(C)C(=O)CC(C)C	x	-8%	u	3%	-0.3	4	-2%	-5%
CCCCNC(=O)c1onc(CSc2ccc(F)c(F)c2)c1C(=O)NCCCC	x	5%	-26%	-32%[inhibitor]	-2.0	16	-12%	-10%
COC(=O)c1ccccc1NC(=O)CSc1nnc(-c2cccnc2)o1	2%	0%	6%	-8%	1.4	5	-2%	-3%
O=C1C=C(c2cccc(Cl)c2)C[C@@H](c2ccc(Cl)cc2)C1	1%	-8%	9%	8%	0.6	14	-2%	-16%
COCCCNC(=O)CSc1ccc(Cl)cc1	1%	-6%	7%	1%	-0.6	x	5%	2%
Cc1c(C(C)(C)O)[nH]c2ccc(C(F)(F)F)cc12	1%	-15%	-21%	-11%	0.5	29	u	2%
Cc1ccc(S(=O)(=O)NC(=O)C2(C)CCN2C(=O)C2(c3ccc(Cl)cc3)CC2)cc1 (stereo not drawn)	x	-12%	-5%	9%	-3.3	-4	u	-1%
CCN1CCN(c2ccc([N+](=O)[O-])cc2C(=O)c2ccc(Cl)cc2)CC1	-2%	-12%	3%	8%	-0.4	11	1%	2%
COc1cc2c(cc1OC)C(C(=O)NCCN(C)C)C(c1cccs1)N(C)C2=O (stereo not drawn)	1%	-19%	3%	5%	-3.0	5	1%	6%
Cc1ccc(CNCc2cccnc2)s1	-1%	1%	1%	-5%	-0.5	-1	2%	1%
CCc1ccc(NC(=O)c2cc(-c3ccco3)on2)cc1	-1%	3%	-2%	8%	-0.4	x	-15%	-9%
O=C(O)CC/C(=N/Nc1ccc([N+](=O)[O-])cc1)C(=O)O	0%	-17%	-2%	16%	-5.0	-10	-6%	2%
CC1CC(C)CN(S(=O)(=O)c2ccc(F)c(C(=O)Nc3ccc(Cl)cc3F)c2)C1 (stereo not drawn)	-3%	0%	0%	3%	0.0	x	-6%	-4%
O=C(CSc1nc2ccccc2s1)N1c2ccccc2Sc2ccc(Cl)cc21	0%	-8%	-7%	14%	1.4	x	-3%	-8%
COc1cc(Cl)c(C)cc1NC(=O)COC(=O)c1cc(SC)ccc1Cl	-1%	1%	5%	3%	2.1	0	-5%	-14%[57.1 µM]
COc1cc(Cn2c(C(=O)O)cc3sccc32)cc(OC)c1OC	2%	-7%	11%	5%	-0.1	-9	-3%	-3%
CCCc1nnc(NC(=O)C2CCN(C(=O)C3CC(=O)N(c4ccc(C)cc4)C3)CC2)s1 (stereo not drawn)	-2%	-13%	13%	-3%	-14	-7	2%	-2%
CCCc1nc2c(C)cc(Br)cn2c1Cc1ccccc1	x	-1%	u	-7%	0.5	2	-13%	-10%
Cn1c(CNC(=O)CCNC(=O)c2ccc(Br)cc2)cc(=O)n(C)c1=O	0%	-11%	-2%	10%	0.0	1	9%	2%
CCC(Oc1ccccc1C)C(=O)Nc1ccc(S(=O)(=O)Nc2cc(C)on2)cc1 (stereo not drawn)	1%	-3%	-5%	-1%	1.5	-1	-1%	8%
COc1ccc(N(CC(=O)NCc2cccnc2)S(=O)(=O)c2ccccc2)c(OC)c1	x	-12%	1%	-1%	0.2	-1	-3%	-1%
COc1cccc(C2NC(=S)NC(C)=C2C(=O)c2ccccc2)c1OC (stereo not drawn)	-6%	4%	2%	-9%	-1.0	-1	12%	14%
CC(=O)N1CCc2cc(S(=O)(=O)NC(CC(C)C)C(=O)N3CCn4c3nc3ccccc34)ccc21 (stereo not drawn)	1%	-3%	38%[activator]	-10%	0.2	x	2%	4%

High-throughput results deposited in PubChem by National Center for Advancing Translational Sciences (NCATS).
